WRN inhibitor = blocks human WRN helicase. Q14191. WRN helicase unwinding, fluorescent forked duplex, kinetic. Potency, µM (doses to about 114 µM), without a hit: at the top dose activity change, negative = inhibition, most hits filed as inhibitors. 0.46% of 360,000 active; note: potency is the fitted concentration of half-maximal effect; % is set by controls: 0 for no effect and ±100 for the full control effect; nearly all actives have a fitted effect of over 55% in size
Target sequence (Q14191 whole entry, looked up): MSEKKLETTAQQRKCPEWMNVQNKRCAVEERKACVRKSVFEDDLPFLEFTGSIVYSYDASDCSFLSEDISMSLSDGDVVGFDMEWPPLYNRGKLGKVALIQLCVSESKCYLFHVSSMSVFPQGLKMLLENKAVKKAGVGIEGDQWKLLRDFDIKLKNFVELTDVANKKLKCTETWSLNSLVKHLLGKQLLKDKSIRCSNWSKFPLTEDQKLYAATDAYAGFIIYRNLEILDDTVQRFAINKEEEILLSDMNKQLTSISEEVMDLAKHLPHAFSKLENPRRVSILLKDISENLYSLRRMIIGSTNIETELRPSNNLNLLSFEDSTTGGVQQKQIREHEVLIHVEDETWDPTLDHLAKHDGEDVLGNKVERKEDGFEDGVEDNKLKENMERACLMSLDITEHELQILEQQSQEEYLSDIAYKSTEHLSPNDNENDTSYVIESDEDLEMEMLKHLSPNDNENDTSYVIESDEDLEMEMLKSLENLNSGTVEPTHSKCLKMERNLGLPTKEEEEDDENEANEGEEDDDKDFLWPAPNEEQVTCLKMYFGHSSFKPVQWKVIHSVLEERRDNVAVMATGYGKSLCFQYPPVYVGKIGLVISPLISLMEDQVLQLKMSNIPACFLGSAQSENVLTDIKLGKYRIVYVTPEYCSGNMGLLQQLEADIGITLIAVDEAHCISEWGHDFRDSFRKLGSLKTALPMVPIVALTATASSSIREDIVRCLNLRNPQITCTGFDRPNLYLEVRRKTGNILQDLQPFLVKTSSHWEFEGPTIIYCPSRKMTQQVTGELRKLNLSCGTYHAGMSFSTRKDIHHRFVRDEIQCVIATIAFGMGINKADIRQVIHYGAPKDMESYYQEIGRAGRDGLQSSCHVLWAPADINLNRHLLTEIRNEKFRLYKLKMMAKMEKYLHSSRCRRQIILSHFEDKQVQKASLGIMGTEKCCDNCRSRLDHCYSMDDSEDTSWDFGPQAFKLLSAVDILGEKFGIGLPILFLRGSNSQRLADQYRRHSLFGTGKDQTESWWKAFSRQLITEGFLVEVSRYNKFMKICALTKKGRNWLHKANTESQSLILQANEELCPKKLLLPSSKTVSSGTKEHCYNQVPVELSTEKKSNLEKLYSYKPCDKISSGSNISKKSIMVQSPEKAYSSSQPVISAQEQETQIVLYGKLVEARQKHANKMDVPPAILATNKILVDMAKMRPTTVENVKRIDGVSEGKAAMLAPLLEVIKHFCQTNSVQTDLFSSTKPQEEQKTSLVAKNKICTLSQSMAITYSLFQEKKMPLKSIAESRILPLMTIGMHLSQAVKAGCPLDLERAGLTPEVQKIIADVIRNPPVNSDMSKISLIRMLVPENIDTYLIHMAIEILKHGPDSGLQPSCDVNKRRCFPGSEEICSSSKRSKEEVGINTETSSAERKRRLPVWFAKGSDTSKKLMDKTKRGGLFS
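Kinetic red-fluorescence monitoring (525/598 nm) tracks WRN helicase activity after 100 nM fluorophore-quencher forked duplex and 2 mM ATP are added to 20 nM enzyme pretreated 15 min at room temperature with compound.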
PLK1 PBD block = PLK1 (human) polo-box domain binding inhibition; Potency, µM, for inactives: max response, negative = inhibition, most hits filed as inhibitors; Plk1 PBD binding of FITC phosphopeptide, fluorescence polarization; 2.8% of 360,000 active; AID 720504; P53350; note: potency is the fitted concentration of half-maximal effect; series mostly up to about 57 µM; % is set by controls: 0 for no effect and ±100 for the full control effect; nearly all actives have a fitted effect of over 65% in size
EPAC2 ag = activates human EPAC2 exchange factor; 0.079% of 360,000 active; Q8WZA2; Potency, µM (top dose mostly 154 µM), for the others: at the highest dose activation, actives largely listed as activators; EPAC2 activation, biochemical qHTS; response scale: 100% = 6.5 mM cAMP response; note: potency is the fitted concentration of half-maximal effect; nearly all actives have a fitted effect of over 50% in size
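Nucleotide exchange monitored as fluorescence drop when BODIPY-GDP leaves Rap1B. Reaction: 100 nM EPAC2, 250 nM RAP1B-BODIPY-GDP, 50 uM GDP, room temperature, kinetic read over 30 min. Activity expressed relative to 6.5 mM cAMP.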
EPAC1 antag = blocks human EPAC1 exchange factor; EPAC1 GEF assay, Rap1b-BODIPY-GDP exchange fluorescence; 0.14% of 360,000 active; O95398; Potency, µM (highest dose often 115 µM), for the others: at the top dose activity change, negative = inhibition, usual class: inhibitors; AID 720709;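 note: potency is the fitted concentration of half-maximal effect; plate controls were vehicle for no effect and positive control for full effect; nearly all actives have a fitted effect of over 50% in size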
PI5P4Ka inh = inhibitors of human PI5P4K alpha; 1.2% of 330,000 active; PI5P4Kalpha enzyme, ADP-Glo luminescence, 60 min; stronger effect = lower value; max response, %; active = max response of -50% or lower; note: value at the top dose of about 77 µM; % is set by controls: 0 for no effect and ±100 for the full control effect
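Controls without substrate or without enzyme flank wells where PI5P4Kalpha converts substrate using 5 microM ATP (final). Incubation lasts 60 minutes at room temperature; ADP formed is read by ADP-Glo luminescence.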
CCT modulator = cytosolic chaperonin activity modulation; purified chaperonin ATPase assay, HTRF ADP detection, 30 min; activity change, % (no concentration beside the values), hits read low; 0.3% of 360,000 active; AID 651819; in the data active = activity change below about -30%; note: % is set by controls: 0 for no effect and ±100 for the full control effect
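We incubate TRiC, 40 or 20 nM final, with library compounds at 76 uM and 10 uM ATP for 30 min at 37 °C. ADP formed is detected with Transcreener HTRF reagents after 30 min at room temperature.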
EPAC1 agonist = activates human EPAC1 exchange factor | Potency, µM (highest dose often 154 µM), for inactives: top-dose activation, usual class: activators | 0.073% of 360,000 active | EPAC1 agonist qHTS, biochemical assay; response scale: 100% = response to 6.5 mM cAMP | O95398; note: potency is the fitted concentration of half-maximal effect; nearly all actives have a fitted effect of over 60% in size
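Compounds were pinned as a concentration titration into mixtures of EPAC1 (100 nM), BODIPY-GDP-loaded Rap1B (250 nM) and GDP (50 uM). After 5 min at room temperature, fluorescence was followed for 30 min; activity was scaled to 6.5 mM cAMP.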
IL2 activator = activators of IL-2; activation, % (series mostly up to about 46 µM); IL-2 activation reporter assay, cell-based qHTS; stimulated with anti-CD3/CD4/CD28 beads; in transgenic mouse T cells; 0.065% of 360,000 active; in the data active = activation above about 50%; note: 0% is about no effect
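Screening format: compound pinned onto unstimulated transgenic mouse T cells, 60 min incubation, then anti-CD3/anti-CD4/anti-CD28 bead stimulation for 18 hours at 37 degrees C, followed by EGFP and DsRed detection.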
* hit, by the source's call; [ ] = another dose, or the depositor's remark. Unless noted, calls come from the whole dose curve; as a rule, active = well fitted curve in the direction sought with a large enough effect; inconclusive = small, poorly fitted or top-dose-only effect, or another doubt; inactive = no such curve, though single readings can be large; an effect the other way counts as inactive or inconclusive. The list is partial, so the mix of outcomes need not match the whole.

`COC(=O)c1ccc(NC(=O)CCCN2C(=O)NC(C)(C)C2=O)cc1` gave WRN inhibitor 10%, PLK1 PBD block -12%, EPAC2 ag 15%, EPAC1 antag 16%, PI5P4Ka inh 2, CCT modulator -2.3, EPAC1 agonist 0% and IL2 activator 0.6.
For CCOC(=O)/C(C(N)=NCc1ccco1)=C(/O)c1ccccc1 the results were WRN inhibitor -4%, PLK1 PBD block -8%, EPAC2 ag -5%, EPAC1 antag -3%, CCT modulator 0.4, EPAC1 agonist 3% and IL2 activator -2.5.
For Cc1ccccc1C(=O)c1cccn1CC(=O)NC1CCCC(C)C1C (stereo not given) the results were WRN inhibitor 4%, PLK1 PBD block -4%, EPAC2 ag 12%, EPAC1 antag -8%, PI5P4Ka inh -1, CCT modulator -1.0, EPAC1 agonist -25% and IL2 activator -3.1.
Screening O=S(=O)(NCCc1cn2ccccc2n1)c1ccc(F)c(C(F)(F)F)c1 returned WRN inhibitor 14%, PLK1 PBD block 3%, EPAC2 ag 1%, EPAC1 antag 7%, PI5P4Ka inh -5, CCT modulator -0.3, EPAC1 agonist -9% and IL2 activator -1.5.
`CC(=O)c1ccc(NS(=O)(=O)c2cc3c(cc2C)N(C(C)=O)CCO3)cc1` gave WRN inhibitor -12%, PLK1 PBD block -6%, EPAC2 ag 2%, EPAC1 antag 5%, PI5P4Ka inh 3, CCT modulator -3.0, EPAC1 agonist 2% and IL2 activator -5.3.
For CC(=O)c1c(C)[nH]c(C(=O)CN2CCN(S(=O)(=O)c3ccccc3F)CC2)c1C the results were WRN inhibitor -6%, PLK1 PBD block 1%, EPAC2 ag -3%, EPAC1 antag -8%, PI5P4Ka inh -1, CCT modulator -0.7, EPAC1 agonist -2% and IL2 activator 0.2.
`CCN(C(=O)N1CCOCC1)c1ccccc1C` gave WRN inhibitor -20%, PLK1 PBD block -5%, EPAC2 ag -4%, EPAC1 antag -14%, PI5P4Ka inh 0, CCT modulator 0.1, EPAC1 agonist 0% and IL2 activator -0.9.
`CCOC(=O)C(C)Sc1cnccn1` (stereo not given) gave WRN inhibitor 3%, PLK1 PBD block -10%, EPAC2 ag 3%, EPAC1 antag -9%, PI5P4Ka inh 3, CCT modulator -0.5, EPAC1 agonist -3% and IL2 activator -0.9.
`COc1cccc(/C=N/N(C)C2=NS(=O)(=O)c3ccccc32)c1O` gave WRN inhibitor -6%, PLK1 PBD block 7%, EPAC2 ag 2%, EPAC1 antag 7%, PI5P4Ka inh -4, CCT modulator 0.1, EPAC1 agonist -2% and IL2 activator 0.2.
`COc1ccc(N=C2CC(C)(C)CC(=O)/C2=C(/O)c2ccccc2)cc1` gave WRN inhibitor -6%, PLK1 PBD block -3%, EPAC2 ag 4%, EPAC1 antag -7%, PI5P4Ka inh 2, CCT modulator 1.5, EPAC1 agonist 7% and IL2 activator -2.7.
For COC(=O)CCCCCCCCCC[N+]1(C)CCCCC1 the results were WRN inhibitor -5%, PLK1 PBD block -4%, EPAC2 ag 8%, EPAC1 antag -4%, PI5P4Ka inh -9, CCT modulator 0.1, EPAC1 agonist 11% and IL2 activator -0.3.
Screening Cc1c(-c2csc(N)n2)c2ccccc2n1C returned WRN inhibitor -8%, PLK1 PBD block -20%, EPAC2 ag 4%, EPAC1 antag -15%, PI5P4Ka inh 5, CCT modulator 2.5, EPAC1 agonist -4% and IL2 activator 0.8.
For CC(=O)Nc1ccc2c(CSc3nnc(-c4cccnc4)n3-c3ccc(C)cc3C)cc(=O)oc2c1 the results were WRN inhibitor -26%[57.1 µM], PLK1 PBD block -4%, EPAC2 ag -6%, EPAC1 antag 0%, PI5P4Ka inh -15, CCT modulator 0.1, EPAC1 agonist -7% and IL2 activator -0.1.
Screening O=C(COC(=O)c1cc(S(=O)(=O)N2CCOCC2)ccc1F)Nc1c(Cl)cccc1C(F)(F)F returned WRN inhibitor 16%, PLK1 PBD block -5%, EPAC2 ag 0%, EPAC1 antag 2%, PI5P4Ka inh -5, CCT modulator -4.6, EPAC1 agonist -2% and IL2 activator -3.8.
For Cc1cccc(C2=NN(c3ccccc3)[C@H](CO)[C@H]2c2ccc(Cl)cc2)c1 the results were WRN inhibitor -8%, PLK1 PBD block -3%, EPAC2 ag 5%, EPAC1 antag -21%, PI5P4Ka inh 3, CCT modulator -3.3, EPAC1 agonist -17% and IL2 activator -0.5.
Screening O=C(NC1CCCCC1)c1cc(S(=O)(=O)N2CCOCC2)ccc1Cl returned WRN inhibitor 1%[57.1 µM], PLK1 PBD block -5%, EPAC2 ag 4%, EPAC1 antag -4%, PI5P4Ka inh -1, CCT modulator 0.9, EPAC1 agonist 1% and IL2 activator 0.9.
For OC1COC(c2ccccc2)OC1C(O)C1OC(c2ccccc2)OCC1O (stereo not given) the results were WRN inhibitor 6%, PLK1 PBD block -13%, EPAC2 ag 3%, EPAC1 antag -6%, PI5P4Ka inh 1, CCT modulator -2.1, EPAC1 agonist 0% and IL2 activator -0.2.
Screening CCc1cc(C(=O)N(CCCOC)c2c(N)n(Cc3ccccc3)c(=O)[nH]c2=O)sc1C returned WRN inhibitor 0%, PLK1 PBD block -6%, EPAC2 ag -17%, EPAC1 antag -8%, PI5P4Ka inh -8, CCT modulator -2.0, EPAC1 agonist -3% and IL2 activator -2.5.
For Cn1cccc1C(=O)NC(=O)COC(=O)CNC(=O)c1ccc(Cl)cc1Cl the results were WRN inhibitor -15%, PLK1 PBD block -6%, EPAC2 ag 3%, EPAC1 antag -9%, PI5P4Ka inh -2, CCT modulator -0.4, EPAC1 agonist -1% and IL2 activator -0.8.
C/C(=N\OC(=O)c1ccccc1F)c1nccs1 was read as WRN inhibitor -7%, PLK1 PBD block -3%, EPAC2 ag 3%, EPAC1 antag 3%, PI5P4Ka inh -1, CCT modulator -1.1, EPAC1 agonist -1% and IL2 activator 0.8.
`Clc1ccc(Nc2ccc(Cl)nn2)cc1` gave WRN inhibitor 0%, PLK1 PBD block 1%, EPAC2 ag -3%, EPAC1 antag 12%, PI5P4Ka inh 0, CCT modulator -0.4, EPAC1 agonist -2% and IL2 activator -0.9.
Screening CCCCSc1nnc(-c2cc3c(C(F)(F)F)nn(C)c3s2)n1C returned WRN inhibitor -14%, PLK1 PBD block -5%, EPAC2 ag -20%, EPAC1 antag 15%, PI5P4Ka inh 12, CCT modulator 2.6, EPAC1 agonist -3% and IL2 activator -0.5.
For Cc1cc(NC(=O)CN2C(=O)NC3(CCCCCC3)C2=O)no1 the results were WRN inhibitor -2%, PLK1 PBD block -3%, EPAC2 ag 3%, EPAC1 antag 0%, PI5P4Ka inh -11, CCT modulator 0.0, EPAC1 agonist -4% and IL2 activator -1.4.
For Cc1ccccc1NC(=O)c1onc2c1CCCC2 the results were WRN inhibitor 2%, PLK1 PBD block -9%, EPAC2 ag -4%, EPAC1 antag -20%, PI5P4Ka inh 7, CCT modulator -0.7, EPAC1 agonist 8% and IL2 activator -0.5.
Screening O=C1N(Cc2cccnc2)C[C@@H]2C[C@@H](c3ccccc3C(F)(F)F)N3CCC[C@@]123 returned WRN inhibitor 4%, PLK1 PBD block 1%, EPAC2 ag 15%, EPAC1 antag -10%, PI5P4Ka inh -15, CCT modulator 0.4, EPAC1 agonist -1% and IL2 activator -2.8.
`CCC(=O)N1CCN(C(C)=O)C1c1ccccc1` (stereo not given) gave WRN inhibitor -15%, PLK1 PBD block 1%, EPAC2 ag 3%, EPAC1 antag 8%, PI5P4Ka inh 7, CCT modulator -1.5, EPAC1 agonist -5% and IL2 activator -0.2.
OCC1(Cc2ccccc2C(F)(F)F)CCN(Cc2ccc3c(c2)CCO3)CC1 was read as WRN inhibitor -1%, PLK1 PBD block 3%, EPAC2 ag -5%, EPAC1 antag 7%, PI5P4Ka inh -2, CCT modulator 0.0, EPAC1 agonist -8% and IL2 activator -0.9.
CCOC(=O)c1ccccc1NC(=O)CN1C(=O)NC(C)(CCc2ccccc2)C1=O (stereo not given) was read as WRN inhibitor 2%, PLK1 PBD block -7%, EPAC2 ag 0%, EPAC1 antag -15%, PI5P4Ka inh 7, CCT modulator -3.0, EPAC1 agonist 4% and IL2 activator -0.8.
`CC(=O)c1cc2c(cc1NC(=O)c1ccco1)OCCO2` gave WRN inhibitor -4%, PLK1 PBD block -17%, EPAC2 ag 10%, EPAC1 antag -13%, PI5P4Ka inh -3, CCT modulator -2.3, EPAC1 agonist -16% and IL2 activator -0.2.
Screening Cn1c(CNC(=O)c2ccc(Cl)cc2)nnc1SCC(=O)NC1=NCCS1 returned WRN inhibitor -8%, PLK1 PBD block -3%, EPAC2 ag 4%, EPAC1 antag -1%, PI5P4Ka inh -2, CCT modulator -0.7, EPAC1 agonist 9% and IL2 activator 4.6.
For CC(C)(O)C#Cc1ccc(CN2CCN(Cc3ccsc3)C(CCO)C2)cc1 (stereo not given) the results were WRN inhibitor -2%, PLK1 PBD block -13%, EPAC2 ag -6%, EPAC1 antag -18%, PI5P4Ka inh -8, CCT modulator 0.9, EPAC1 agonist -6% and IL2 activator -3.0.
CC(C)c1ccc(S(=O)(=O)c2cnc(=S)[nH]c2N)cc1 was read as WRN inhibitor 4%, PLK1 PBD block -16%, EPAC2 ag 4%, EPAC1 antag -21%, PI5P4Ka inh -15, CCT modulator 0.6, EPAC1 agonist 3% and IL2 activator -0.1.
Screening CCCCNC(=O)N(O)C1N(/N=C/c2ccco2)C(=S)SC1(C)C (stereo not given) returned WRN inhibitor -3%, PLK1 PBD block 2%, EPAC2 ag 2%, EPAC1 antag 7%, PI5P4Ka inh 1, CCT modulator -1.9, EPAC1 agonist 3% and IL2 activator 0.9.
For O=C(C1=C[C@H](c2ccccc2)C[C@H](OCCCCO)O1)N1CCN(Cc2ccccc2)CC1 the results were WRN inhibitor -8%, PLK1 PBD block 0%, EPAC2 ag 4%, EPAC1 antag -5%, PI5P4Ka inh 2, CCT modulator -0.5, EPAC1 agonist 0% and IL2 activator -0.1.

Sorted by SMILES length (largest number first): part of the list above.
Screening O=C1N(Cc2cccnc2)C[C@@H]2C[C@@H](c3ccccc3C(F)(F)F)N3CCC[C@@]123 returned WRN inhibitor 4%, PLK1 PBD block 1%, EPAC2 ag 15%, EPAC1 antag -10%, PI5P4Ka inh -15, CCT modulator 0.4, EPAC1 agonist -1% and IL2 activator -2.8.
For CC(=O)c1c(C)[nH]c(C(=O)CN2CCN(S(=O)(=O)c3ccccc3F)CC2)c1C the results were WRN inhibitor -6%, PLK1 PBD block 1%, EPAC2 ag -3%, EPAC1 antag -8%, PI5P4Ka inh -1, CCT modulator -0.7, EPAC1 agonist -2% and IL2 activator 0.2.
For Cc1ccccc1C(=O)c1cccn1CC(=O)NC1CCCC(C)C1C (stereo not given) the results were WRN inhibitor 4%, PLK1 PBD block -4%, EPAC2 ag 12%, EPAC1 antag -8%, PI5P4Ka inh -1, CCT modulator -1.0, EPAC1 agonist -25% and IL2 activator -3.1.

Source: PubChem
